ssDAF-12 act: activators of S. stercoralis DAF-12 nuclear receptor; activation, % at 6.8 µM; HEK293 ssDAF-12/GRIP1 lit1-tk-luc reporter, luminescence; % of 3 µM dafachronic acid response; 370,000 tested, 1% active;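 active means activation above the mean over all tested compounds plus 3 SD, cut at about 0.9% in these data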;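 further: 0% = DMSO-only wells and 100% = 3 µM delta7-dafachronic acid wells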
DAX1 inh-1: blocks DAX1 repression of SF-1 activated StAR promoter; AID 652010; HEK293T StAR-luciferase reporter, SF-1/DAX-1 repression relief; inhibition, % at 6.8 µM; 370,000 tested, 1.1% active;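 active means inhibition above the mean over all tested compounds plus 3 SD, cut at about 3.6% in these data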;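 further: 0% = DAX-1 cells with DMSO and 100% = cells lacking DAX-1 with DMSO; higher inhibition means more luminescence from relief of DAX-1 repression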
GAA850 FXN act: frataxin GAA850 promoter activation | HEK293 lucGAA850 FXN promoter luciferase reporter, 24 h; percent of 10 µM SAHA response | activation, % at 6 µM | 360,000 tested, 0.56% active | AID 540364;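 active means activation above the average of all compounds screened plus 3 SD, cutoff fixed separately per campaign, cut at about 7.5% in these data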;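 further: 0% = DMSO wells and 100% = 10 µM SAHA wells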
hcDAF12 agonist: activates DAF-12 receptor from parasite H. contortus. HEK293 hcDAF-12 lit1-tk-luc reporter, luminescence; 0% DMSO, 100% Δ7-dafachronic acid. activation, % at 6.8 µM. 370,000 tested, 1.4% active. AID 652067;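 active means activation above the mean of all tested compounds plus 3 SD, cut at about 5.5% in these data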;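 further: 100% = response to 3 µM Δ7-dafachronic acid high control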
PLCg1 inh: PLC-gamma1 (human) inhibition, primary screen; P19174; purified PLC-gamma1, fluorogenic substrate, fluorescence; inhibition, % at 12.2 µM; 370,000 tested, 0.84% active; in the data active means inhibition above about 9.5%
ADAM17 inh: inhibitors of human ADAM17; P78536; recombinant ADAM17, EDANS/DABCYL FRET peptide cleavage; inhibition, % at 6.95 µM; 370,000 tested, 0.83% active; AID 720648;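 active means inhibition above the mean of compounds lying between control limits plus 3 SD, set per campaign, cut at about 8.5% in these data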;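 further: 0% = DMSO-only wells as the low control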
PLC-beta3 inh: inhibitors of human phospholipase C beta3; AID 720704; 370,000 tested, 0.18% active; Purified PLC-beta3, fluorogenic substrate, fluorescence; inhibition, % at 12.2 µM; in the data active means inhibition above about 11%;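 further: 0% = median of compound wells on plate and 100% = full blocker control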
hgDAF12 agonist: agonists of H. glycines DAF-12 nuclear receptor; HEK293 GAL4-hgDAF12 UAS-luciferase reporter, agonist luminescence; normalized to butyrate control; activation, % at 6.8 µM; 370,000 tested, 1.8% active; AID 687014;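 active means activation above a cutoff set at the mean of all screened compounds plus 3 SD, cut at about 10% in these data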;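 further: 0% = DMSO wells and 100% = sodium butyrate wells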
DAX1 inh-2: inhibitors of human orphan nuclear receptor DAX1 (NR0B1). HEK293 Gal4-DAX1 luciferase reporter, luminescence. inhibition, % at 6.75 µM. 340,000 tested, 0.99% active. AID 504766;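 active means inhibition above the mean over all tested compounds plus 3 SD, cut at about 4.2% in these data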;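 further: 0% = DAX1-transfected cells with DMSO and 100% = empty-vector control cells with DMSO; inhibition shows as a rise in luminescence from relieved DAX1 repression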
ADAM10 inh: inhibitors of human ADAM10; O14672; recombinant ADAM10, EDANS/DABCYL FRET peptide cleavage, 3 h; inhibition, % at 7 µM; 370,000 tested, 0.62% active; AID 720582;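 active means inhibition above a per-campaign cutoff equal to the mean of compounds falling between control-based bounds plus 3 SD, cut at about 20% in these data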;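 further: 0% = DMSO wells while the 100% control is not disclosed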
Target sequence (O14672 214-748 limits assumed): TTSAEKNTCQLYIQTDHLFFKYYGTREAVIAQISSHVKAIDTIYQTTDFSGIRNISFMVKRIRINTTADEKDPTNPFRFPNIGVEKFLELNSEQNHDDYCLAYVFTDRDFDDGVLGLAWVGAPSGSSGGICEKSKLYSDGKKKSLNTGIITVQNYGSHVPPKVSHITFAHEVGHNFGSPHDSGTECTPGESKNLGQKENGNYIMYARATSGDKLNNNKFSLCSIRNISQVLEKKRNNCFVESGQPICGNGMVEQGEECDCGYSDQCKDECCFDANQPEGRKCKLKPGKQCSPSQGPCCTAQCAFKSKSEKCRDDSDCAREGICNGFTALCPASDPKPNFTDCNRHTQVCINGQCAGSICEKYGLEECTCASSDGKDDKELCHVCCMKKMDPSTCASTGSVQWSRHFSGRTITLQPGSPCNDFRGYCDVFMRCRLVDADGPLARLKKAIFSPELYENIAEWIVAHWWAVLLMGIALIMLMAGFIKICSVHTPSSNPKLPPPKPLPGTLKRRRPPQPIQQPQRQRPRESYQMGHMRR
HGIII-sPLA2 inh: Blocks human group III sPLA2 activity; Q9NZ20; QFRET BODIPY PC-A2 liposome hydrolysis, fluorescence; inhibition, % at 12.2 µM; 370,000 tested, 0.56% active; AID 743126;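 active means inhibition above mean plus 3 SD of compounds lying within the high and low control bounds, cut at about 19% in these data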;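 further: 0% = median of test compound wells and 100% = no enzyme DMSO wells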
Target sequence (Q9NZ20 whole entry, looked up): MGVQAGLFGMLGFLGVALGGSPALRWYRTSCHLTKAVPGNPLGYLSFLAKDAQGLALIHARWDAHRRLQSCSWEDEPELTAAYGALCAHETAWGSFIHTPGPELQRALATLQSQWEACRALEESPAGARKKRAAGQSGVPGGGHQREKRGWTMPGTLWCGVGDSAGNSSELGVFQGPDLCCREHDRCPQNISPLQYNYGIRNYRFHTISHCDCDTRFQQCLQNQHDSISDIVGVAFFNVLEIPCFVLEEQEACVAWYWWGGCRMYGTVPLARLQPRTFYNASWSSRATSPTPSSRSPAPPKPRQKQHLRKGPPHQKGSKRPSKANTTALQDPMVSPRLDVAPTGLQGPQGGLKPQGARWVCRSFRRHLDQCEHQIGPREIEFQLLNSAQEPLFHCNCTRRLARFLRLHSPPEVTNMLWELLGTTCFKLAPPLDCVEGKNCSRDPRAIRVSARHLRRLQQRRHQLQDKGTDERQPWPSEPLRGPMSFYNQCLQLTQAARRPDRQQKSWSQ
* = called active by the depositor; i = inactive; · = no result given.

Values run as follows: ssDAF-12 act	DAX1 inh-1	GAA850 FXN act	hcDAF12 agonist	PLCg1 inh	ADAM17 inh	PLC-beta3 inh	hgDAF12 agonist	DAX1 inh-2	ADAM10 inh	HGIII-sPLA2 inh
CCCNC(=O)C1(C)CCN(Cc2ccc3ccccc3c2Br)C1 (configuration not stated)
  -1.2	-2.1	0.5	1.0	1	1	4	-3.6	·	-3	4
COc1ccc(CNC(=O)c2[nH]c(C(F)(F)F)nc2-c2ccccc2)cc1
  -1.1	-1.4	·	-0.2	2	0	3	-1.7	·	1	-7
CCOc1ccc(-c2cccc(NC(=O)c3ccco3)c2)nn1
  -1.0	-0.8	0.0	-0.2	-2	-2	0	0.4	-0.9	2	-5
O=C(CSc1ncnc2c1oc1ccccc12)NC1CCCC1
  -1.1	-1.0	2.3	-1.7	2	-1	-8	0.1	-0.8	-18	8
O=c1[nH]c(CSc2ncnc3sc(-c4ccccc4)cc23)nc2ccccc12
  -1.1	0.6	-0.5	-0.2	-6	-5	-17	-1.6	1.2	-6	-5
O=C(COC(=O)c1cc(=O)[nH]c2ccccc12)NC1CCCCCCC1
  -1.1	-0.9	1.1	0.4	-82	-27	-108	4.9	0.6	-73	-4
Cn1c(C(=O)N2CCC(C(N)=O)CC2)cc2c(=O)n(C)c3ccccc3c21
  -1.0	0.1	0.2	1.5	0	-1	2	-0.5	2.2	-10	1
COC(CNC(=O)[C@H](Cc1c[nH]c2ccccc12)NC1(C(=O)NC2CCCCC2)CCCCC1)OC
  -1.5	·	·	-0.5	1	-3	1	2.1	·	-7	-54
O=C(CCC(=O)NNC(=S)Nc1ccccc1)NCc1ccccc1
  -1.4	-0.9	0.4	-1.4	2	0	1	0.8	0.6	3	0
CCOc1cc2[nH]c(=O)n(CCCCC(=O)NC3CCCCCC3)c(=O)c2cc1OCC
  -1.6	0.2	1.6	-1.2	2	1	1	1.0	0.1	0	5
CNc1cncc(-c2ccoc2)n1
  -1.6	0.8	0.5	-2.1	-339	i	-415	3.4	·	i	-2
Cc1cc(-n2c(SCC(=O)NCCC3=CCCCC3)nc3n[nH]c(C)c3c2=N)ccc1Cl
  -1.1	-0.3	-4.1	-0.1	-1	2	-11	0.6	-0.1	-4	-9
c1cc2c(cc1-c1[nH]ncc1CN1CC3C[C@@H]4CC1C[C@H](C3)C4)OCO2
  -1.5	0.2	2.3	0.0	1	-2	2	0.6	1.3	2	4
Cc1ccccc1NC(=O)NC1(C(=O)N2CCC(C(N)=O)CC2)CCCCC1
  -0.7	-0.4	1.8	-2.2	3	-2	-8	1.5	-0.8	-5	5
O=C(CCS(=O)(=O)c1cccc2nsnc12)N1CC(=O)N(CCc2ccccc2)C(=O)C1
  -0.7	-0.1	0.3	-0.7	6	2	2	-2.3	-0.9	1	0
CC1CCCC(NC(=O)C2CCN(S(=O)(=O)c3cnc[nH]3)CC2)C1C (configuration not stated)
  -0.9	0.5	0.7	-0.6	5	0	-2	-0.9	-0.2	-2	-2
O=C(Nc1cccc(F)c1)N1CCN(C/C=C/c2ccccc2)CC1
  -1.0	0.1	-2.1	-0.5	-3	-4	-1	-0.7	0.1	5	-11
COc1ccc(Oc2cc(C)nc(Cl)n2)nn1
  -0.2	-0.3	2.8	-0.5	-1	-4	0	0.6	1.5	-4	-1
COc1cc2c(cc1O)CCN(C(=O)CSc1nncn1C)[C@@H]2C
  -0.6	1.2	-1.2	1.1	-2	-4	3	-1.2	0.9	-25	2
COc1ccc(OCCn2c(N)nc3ccccc32)cc1
  -1.4	0.1	3.0	-1.4	-4	1	-1	-0.1	-0.5	0	-4
O=c1c2ccccc2sn1-c1cccc(Cl)c1
  -0.9	-1.7	-6.4	1.6	2	-1	-75	1.8	-1.3	3	4
O=C(N[C@@H](Cc1ccccc1)C(=O)OCc1ccccc1)c1nc[nH]c1C(=O)N[C@@H](Cc1ccccc1)C(=O)OCc1ccccc1
  -1.2	-0.8	-0.2	-1.2	1	-2	2	1.7	1.3	1	1
c1ccc(OCc2nc3ccccc3s2)cc1
  1.6*	3.3	5.6	8.6*	-1	-5	0	14*	5.8*	-1	5
COc1ccc(C(NC(=O)CNC(C)=O)C(=O)Nc2ccc3c(c2)OCCO3)cc1 (configuration not stated)
  -1.6	0.5	-4.8	0.2	1	-3	-1	-2.7	1.1	-3	4
Cc1ccc(-c2ccc(/C=N/NC(=O)Cc3nnc(N)s3)o2)cc1Cl
  -1.7	-0.5	1.0	-2.4	-73	-13	-117	-3.7	-0.3	-31	-8
Cc1c(CC(=O)O)c(=O)oc2c(C)c(OCc3ccc(F)cc3Cl)ccc12
  -0.4	0.5	0.9	-0.4	3	-9	-4	-2.1	0.0	-25	1
CCCCNC(=O)c1c(O)c2cccc3c2n(c1=O)CCC3
  -1.1	0.5	1.1	0.2	-1	-4	-1	-0.5	0.5	1	0
NC(=O)c1ccc(C(F)(F)F)n(Cc2ccc(F)c(F)c2)c1=O
  -1.2	0.5	1.6	-1.2	3	5	1	-5.4	-0.5	3	2
CCOc1ccc(-c2csc(NC(=O)C3CCCO3)n2)cc1 (configuration not stated)
  -1.8	0.5	1.8	-1.3	2	-3	-7	3.3	0.3	7	2
O=C(CSc1nc2ccccc2s1)Nc1ccc(C(=O)O)cc1
  -0.9	0.4	2.5	4.2	0	-1	-2	0.8	4.7*	1	-7

Values run as follows: ssDAF-12 act	DAX1 inh-1	GAA850 FXN act	hcDAF12 agonist	PLCg1 inh	ADAM17 inh	PLC-beta3 inh	hgDAF12 agonist	DAX1 inh-2	ADAM10 inh	HGIII-sPLA2 inh
CCCC(=O)Nc1cccc(NC(=O)CN2CCN(c3ccccc3OC)CC2)c1
  -0.9	0.0	2.2	-1.5	0	-3	0	-0.3	-0.3	2	7
Cc1ccc(NS(=O)(=O)c2c(C(=O)N3CCCCCC3)c(C)n(C)c2C)c(C)c1
  -1.6	0.0	1.6	-2.1	1	-5	-2	0.2	0.0	0	-8
O=C(O)COn1c(-c2ccccc2)nc2ccc(Cl)cc21
  1.1*	0.7	2.6	3.2	-8	-6	-4	6.0	-0.2	-8	2
COc1cccc(C(C(=O)NCC2CCCO2)N(CC2CCCO2)C(=O)CN2C(=O)c3ccccc3S2(=O)=O)c1 (configuration not stated)
  -0.8	0.1	0.1	-1.5	0	-2	0	0.8	0.9	-9	5
O=C(Cn1cnc2c(nnn2-c2ccc(F)cc2)c1=O)N1CCCc2ccccc21
  -1.5	0.2	-0.6	-1.6	5	2	3	-3.1	-0.3	3	0
Cc1cccc(NC(=S)N2CCCCC2c2cccnc2)c1C (configuration not stated)
  -1.2	-0.3	-0.8	0.1	2	-4	-36	2.5	1.4	4	-1
CC(=O)Nc1ccc(C(=O)OCC(=O)NC2CCCCCCC2)cc1
  -1.0	-0.8	-0.2	-0.4	1	-2	-6	0.6	-1.1	-1	1
O=[N+]([O-])c1cccc(-c2nc3ccccc3s/c2=N/O)c1
  -0.6	0.1	4.1	-1.6	3	1	-2	1.4	-0.5	8	-44
CN(C)c1ccc(C(=O)Nc2cc(C(F)(F)F)ccc2-n2cncn2)cc1
  -1.3	-0.3	3.2	-2.8	-88	-6	-107	0.0	0.5	-16	-4
CCOC(=O)N1CCN(C(=O)CCc2ccc(S(=O)(=O)NC(C)(C)C)cc2)CC1
  -1.4	-0.3	-0.5	-1.4	-1	-3	-9	-0.5	0.4	-9	6
O=C(NCC(c1cccnc1)N1CCOCC1)c1ccco1 (configuration not stated)
  -1.2	-0.8	-1.5	-0.9	-4	-5	-3	-0.9	0.0	-5	4
COCCn1c(C)cc(/C=C2/NC(=O)N(c3cccc(Cl)c3)C2=O)c1C
  -2.7	-1.4	-7.4	-0.4	-53	-12	-67	-12	0.9	-31	-6
Cc1nn2c(NCCCN3CCOCC3)c3c(nc2c1-c1ccccc1)CCC3
  -0.6	-0.2	2.8	0.6	-40	-1	-56	0.3	-0.8	-9	-1
Brc1ccccc1OCCOc1cccc2cccnc12
  -1.4	0.9	4.5	0.1	-16	5	-17	-0.6	0.3	1	-14
Cc1ccc(NC(=O)COC(=O)C2CC3C=CC2C3)cc1S(=O)(=O)N1CCCCC1 (configuration not stated)
  -1.7	-0.2	-1.0	-3.1	3	4	5	1.1	-1.0	7	-21
Cc1nc2ccccc2c(C)c1C(=O)c1ccccc1
  -1.2	0.8	0.6	1.8	3	-2	-2	-1.9	0.2	0	6
Cc1ccc2nc(SCC(=O)c3c(C)[nH]c4ccccc34)[nH]c2c1
  -2.2	-1.2	0.9	-1.0	-1	5	-1	-0.7	-1.5	11	-18
CCC(CO)NC1=CC(=O)CCC1 (configuration not stated)
  -0.9	-0.4	0.2	-1.2	-2	-4	-3	-0.3	-0.3	-10	-2
COc1ccc(C(=O)Nc2cc(C)on2)cc1
  0.5	2.3	7.5	1.5	-1	-2	-2	9.5	1.7	-7	7
Cc1cc(Cl)ccc1OCC(=O)Nc1nc(-c2cccnc2)cs1
  -1.2	-0.1	-1.0	-1.9	-2	-1	-7	3.8	0.4	1	-3
COc1cccc(C(C(=O)NCC2CCCO2)N(C(=O)Cn2nnc3ccccc32)c2ccccc2C(C)=O)c1OC (configuration not stated)
  -0.7	0.1	1.8	0.4	-4	-1	-11	0.3	1.1	-6	1
COc1ccc(CNC(=S)N2CCN(S(=O)(=O)c3cccc(F)c3)CC2)cc1
  -2.2	-0.5	-1.2	-1.1	1	-3	-5	-1.9	-0.5	5	-17
CCOC(=O)N1CCN(C(=O)CCCn2c(=S)[nH]c3ccsc3c2=O)CC1
  -1.0	-0.7	0.4	-0.4	-3	-2	-6	5.1	1.3	1	8
Cn1c(=O)[nH]c(=O)c2c1nc(Br)n2Cc1ccccc1F
  -1.2	0.1	0.8	0.7	4	-4	-3	0.0	-0.2	-11	6
CCN(CC)C(=O)CCSc1nnc(-c2ccncc2)o1
  -0.9	0.2	0.4	3.6	-1	-5	-1	-1.7	0.5	-10	14
CC(C)C[C@@H](COCc1cccc(Cl)c1)N1CCN(C(=O)c2ccc(C(F)(F)F)cc2)CCC1=O
  -0.9	-4.3	·	-0.6	0	3	1	1.1	·	10	-10
O=C(NCc1ccccc1)C(c1ccc(F)cc1)N(Cc1cccs1)C(=O)c1cnccn1 (configuration not stated)
  -0.8	-0.5	-2.1	-1.1	2	-1	3	-3.5	0.2	3	-1
Cc1nc(C(F)(F)F)ccc1C(=O)N1CCC1(C)C(=O)NS(=O)(=O)c1ccccc1 (configuration not stated)
  -0.8	0.7	2.1	-0.4	1	2	2	-2.4	·	-4	2
CCCCCCn1c(=O)n2n(c1=O)[C@@H]1CN(S(=O)(=O)c3ccc(C)cc3)C[C@]1(O)[C@@H](OC(=O)NC1CCCC1)C2
  -0.6	0.0	-9.7	-0.7	2	0	2	0.0	0.1	5	-21
Cc1cc(C)c(C)c(OCC(=O)N2CCOCC2)c1
  -1.0	-0.1	-0.2	-2.0	0	-5	2	2.0	-0.4	6	-7

High-throughput results (PubChem)
